Imprint erasure = genomic imprint erasure induction | Potency, µM (top dose mostly 60.7 µM), for the others: at the highest dose activity change, positive = activation, actives largely listed as activators | actives 0.02% (n = 110,000) | mouse ES Peg3-LacZ reporter, beta-gal luminescence, 40 h;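 also: 0% = negative control wells on the plate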
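Imprint erasure is scored as LacZ activity from the silenced maternal Peg3 allele in feeder-free female ES cells cultured 40 h with LIF. Luminescence is normalized to in-plate negative controls and fitted to the Hill equation.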
p53ts 32C tox = p53ts cell cytotoxicity, permissive temperature | actives 0.93% (n = 130,000) | H1299-p53A138V at 32C, ATP luminescence viability, 24 h | AID 924 | Potency, µM (titrated, usually from 46.1 µM), without a hit: top-dose activity change, negative = cytotoxicity, hits mostly cytotoxic;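 also: 0% = DMSO and -100% = full killing by reference compound; nearly all actives have a fitted effect of over 55% in size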
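H1299-p53 A138V cells (temperature-sensitive p53) exposed 24 h to up to 46 uM compound at 32C, where p53 is wild-type in conformation. Viability read as ATP luminescence and normalised to DMSO and 100 uM tamoxifen. AC50 fitted with the Hill equation.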
p53ts 39C kill = cytotoxicity in p53ts cells at nonpermissive temperature. H1299-p53A138V viability at 39C, ATP luminescence, 24 h. Potency, µM (doses to about 46.1 µM), for inactives: at the top dose activity change, negative = cell killing, hits mostly cytotoxic. actives 1.5% (n = 130,000); also: nearly all actives have a fitted effect of over 55% in size
IkB signaling = inhibitors of IkB signaling in ABC-DLBCL cells. ABC-DLBCL IkBa-CBG/CBR dual luciferase ratio, 4 h; response scale: scaled: untreated 0%, proteasome inhibitor 100%. Potency, µM (top dose mostly 57.1 µM), for the others: at the top dose IkBa stabilization activation. actives 0.04% (n = 110,000). AID 445; active = well fitted curve in the direction sought with a large enough effect in the signal ratio, not every such curve was filed as active; inconclusive = small, poorly fitted or top-dose-only effect, or a change in a side signal; the % refers to the signal ratio;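 also: the direction sought is a rising ratio; 0% = basal untreated cells and 100% = reference inhibitor full response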
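Curves were fitted separately to fusion (green), unfused (red) and ratio luminescence, then classed by r2, magnitude and activity. Cells: OCI-Ly3, 4 h compound plus doxycycline at 37C; 10 uM MG-132 defined full response.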
An asterisk follows results filed as active; ? = inconclusive; · = not tested or not shown; & = joins results of further samples; [ ] = remark or other dose. Unless noted, calls follow the shape of the dose curve; as a rule, active = well fitted curve in the direction sought with a large enough effect; inconclusive = small, poorly fitted or top-dose-only effect, or another doubt; inactive = no such curve, though single readings can be large; an effect the other way counts as inactive or inconclusive. Unless noted, % is scaled to controls: 0 for no effect and ±100 for the full control effect; potency is read from the fitted curve at half-maximal effect.

SMILES | Imprint erasure | p53ts 32C tox | p53ts 39C kill | IkB signaling
CCOc1ccc(C(=O)Nc2ccc(C(=O)OCc3cc(=O)n4c(C)csc4n3)cc2)cc1 | -25%[10.9 µM] | ? | ? | ?
COc1cccc(C(=O)NCC(c2ccc(N(C)C)cc2)N2CCOCC2)c1OC (stereo not drawn) | -13%[10.9 µM] | 3% | 14% | 5.2%
COC(=O)c1cc2oc3ccccc3c2n1Cc1nc(-c2ccccc2Cl)oc1C | -8%[10.9 µM] | 12% | 0% | -1.2%
COc1ccccc1N1C(=O)c2ccccc2NC1C(OC)OC (stereo not drawn) | · | 7% | 5% | ·
COc1cc(OC)c(NC(=O)CCCn2nc(C)c3c(C)n(-c4ccccc4)nc3c2=O)cc1Cl | 2%[10.9 µM] | -4% | -10% | ?
COc1ccc(NC(=O)N(CCC(C)C)C(C)c2cccs2)c(OC)c1 (stereo not drawn) | -19%[10.9 µM] | 7% | -11% | ?
O=C(OCC(=O)c1c[nH]c2ccccc12)c1cccc(S(=O)(=O)N2CCCCCC2)c1 | · | 33%[activator] | -3% | ·
COc1ccccc1CNC(=O)CCS(=O)(=O)c1cccs1 | -11% | 6% | 15% | -0.8%
CCn1c(SCC(=O)OCc2ccccc2)nc2c1c(=O)n(C)c(=O)n2C | · | -3% | 5% | 1.0%
Cc1cc(N2CCC(C)CC2)nc(SCC(=O)c2ccccc2)n1 | · | ? | -22% | ·
COc1ccc(Nc2oc(/C=C/c3ccc(F)cc3)nc2C#N)cc1 | -6%[10.9 µM] | 3% | -25% | ?
COC(=O)c1ccc(NC(=O)CC2C(=O)N(c3ccccc3)C(=O)N2C2CCCC2)cc1 (stereo not drawn) | -2%[10.9 µM] | 8% | -20% | 1.0%
Cc1ccc(Cn2nnc3sc4c(c3c2=O)CCC(C)C4)cc1 (stereo not drawn) | -7%[10.9 µM] | -1% | 8% | -0.3%
Cc1cc(C)cc(NC(=O)C2CCN(S(=O)(=O)c3c(C)noc3/C=C/c3ccco3)CC2)c1 | -7%[10.9 µM] | 2% | 13% | 2.7%
Cc1ccc(C(=O)N2CCN(c3ccc(NC(=O)c4cccnc4)cc3)CC2)cc1 | · | 7% | 6% | 2.9%
Cc1ccccc1NC(=O)c1cnn(-c2ccccc2)c1NC(=O)c1ccco1 | 1% | -9% | -4% | -0.7%
COC(=O)COc1ccc(S(=O)(=O)N2CCN(c3ccccc3F)CC2)cc1C | 0% | 2% | 0% | 4.2%
C=CCOc1ccc(/C(CC)=N/O)c(OC)c1 | -8% | -5% | 9% | -5.3%
CC(=O)O[C@H]1CC[C@@]2(C)C(CCC3C2CC[C@]2(C)OC(=O)CCC32)C1 (stereo partly drawn) | · | -18% | 7% | ·
CC(=O)c1ccc(NC(=O)c2nc(-c3ccc(C)cc3)n3c2CCCCC3)cc1 | -10%[10.9 µM] | 9% | -10% | ?
Cc1ccc(C(=O)Nc2nc(-c3ccccc3)ns2)cc1 | -10%[10.9 µM] | 5% | -22% | ?
O=C(c1cnccn1)N1CCC[C@@]2(CCN(c3ccccn3)C2)C1 | · | -4% | -1% | 0.3%[11.4 µM]
CC(=O)O[C@H]1C[C@@]2(C)[C@H](C[C@@H](O)[C@H]3[C@@]4(C)CC[C@@H](O)[C@@H](C)[C@H]4CC[C@@]32C)C1=C(CCC=C(C)C)C(=O)O | 10%[16.8 µM] | 7%[20.6 µM] | 16%[20.6 µM] | -0.6%[25.6 µM]
Cc1cc(C)nc(SCC(=O)Nc2ncc3c(n2)CCCC3=O)n1 | -4% | 9% | 11% | 1.1%
CCOC(=O)C1CCN(c2c(NCCCN(CC)c3ccccc3)c(=O)c2=O)CC1 | 1% | 4% | 9% | -0.8%
Cc1ccc(C)c(Cn2c(=O)n(Cc3ccccc3)c(=O)c3c2c2cc(C)ccc2n3C)c1 | 3%[10.9 µM] | -3% | 35%[activator] | -1.1%
O=C(Nc1cccc(Cl)c1)OCc1ccccn1 | -19% | -12% | -6% | 5.2%
O=C(CCCc1ccccc1)NC1CC(=O)N(c2ccc(Cl)cc2)C1 (stereo not drawn) | 6%[10.9 µM] | 1% | -15% | 2.9%
Cc1ccnc(N)c1 | -2% | -1% | -9% | 0.2%
Cc1ccc2nc3c(cc(C#N)c(=O)n3-c3nnc(SCc4ccccc4)s3)c(=O)n2c1 | -3%[10.9 µM] | 3% | 6% | 1.3%
CCOC(=O)N1CCN(C(=O)c2ccc3c(c2)ncn3C2CCCC2)CC1 | -15% | 2% | 6% | -0.2%
O=C(NCC(c1cccnc1)N1CCN(Cc2ccccc2)CC1)C(=O)Nc1cccc(Cl)c1 (stereo not drawn) | -14%[10.9 µM] | 4% | 6% | ?
CCOC(=O)CSc1nnc([C@@H](NC(=O)OC(C)(C)C)C(C)C)o1 | -4% | 8% | 7% | 6.4%
Cc1ccccc1C=O | 1% | 14%[1.84 µM] | 1% | -0.5%
O=C1[C@H]2[C@H]3[C@H](O)[C@H](O)C/C(=N/OCc4ccccc4)[C@@H]3CC[C@@H]2C(=O)N1Cc1ccccc1 | · | -4%[9.22 µM] | 2%[9.22 µM] | ·
CC1(C)C[C@@H]2C(=O)CCC3O[C@@]3(C)CCC21 (stereo partly drawn) | -7% | 0% | 4% | ·
COc1cccc(N2C(=O)CSC23C(=O)N(CC(=O)Nc2cccc(Cl)c2)c2ccccc23)c1 (stereo not drawn) | -13%[10.9 µM] | 15% | 5% | 11%
O=C(Nc1cc(Cl)cc(Cl)c1)c1ccc2c(c1)N(Cc1cccc(Cl)c1)C(=O)c1ccccc1S2=O (stereo not drawn) | -4%[10.9 µM] | 0% | 14% | 1.4%
Cc1noc(/C=C/N(C)C)c1S(=O)(=O)N1CCCC(C(=O)N2CCc3ccccc32)C1 (stereo not drawn) | -4% | 4% | -2% | -1.4%
O=C(CSc1nnc(-c2ccccc2Cl)o1)N1CCCc2ccccc21 | -9%[10.9 µM] | -17% | ? | ?

Record cards, as listed above.
CCOc1ccc(C(=O)Nc2ccc(C(=O)OCc3cc(=O)n4c(C)csc4n3)cc2)cc1 is entered as Imprint erasure = -25%[10.9 µM]; p53ts 32C tox = ?; p53ts 39C kill = ?; IkB signaling = ?
C=CCOc1ccc(/C(CC)=N/O)c(OC)c1 is entered as Imprint erasure = -8%; p53ts 32C tox = -5%; p53ts 39C kill = 9%; IkB signaling = -5.3%

The results go on.
SMILES | Imprint erasure | p53ts 32C tox | p53ts 39C kill | IkB signaling
CCCCN1CC(c2nc3ccccc3n2CCCCOc2ccc(C)c(C)c2)CC1=O (stereo not drawn) | -8%[10.9 µM] | -4% | -7% | -0.6%
O=C(CCS(=O)(=O)c1nc(-c2cccs2)cc(C(F)(F)F)n1)Nc1ccc(OC(F)(F)F)cc1 | -16%[10.9 µM] | ? | ? | ?
Cc1ccc2c(c1)c1c3n2CCN(C(=O)c2ccc(C(F)(F)F)cc2)C3CCC1 (stereo not drawn) | 15%[10.9 µM] | 1% | 14% | ?
CCC[C@@H]1C[C@@]1(CCC)C(NC(=O)c1cccs1)c1ccc(Cl)cc1 (stereo partly drawn) | -17% | -5% | -2% | ·
CCC(C)(C)n1nnnc1C(c1ccc(OC)c(OC)c1)N1CCN(c2ccccc2)CC1 (stereo not drawn) | 18% | -1% | -5% | 1.6%
Cc1cccc(NC(=O)CCn2cnnn2)c1C | -8%[10.9 µM] | -11% | 27% | -0.7%
CCc1cccc(C)c1NC(=O)C1CCCN(S(=O)(=O)c2cccc3nsnc23)C1 (stereo not drawn) | 16%[10.9 µM] | 0% | 14% | 1.5%
O=C(NCCN1CCN(c2ccccc2F)CC1)C1CC(=O)N(C2CCCC2)C1 (stereo not drawn) | -24% | -16% | -11% | 3.4%
Cc1c(Nc2ncccc2C(=O)O)cccc1C(F)(F)F | -12% | -8% | -9% | -0.7%[25.6 µM]
CCSc1ncc(Cl)c(C(=O)N(Cc2ccccc2)c2ccc(OC)cc2)n1 | -14%[10.9 µM] | 11% | -8% | -0.8%
FC(F)(F)c1ccccc1-c1cncnc1NCc1ccccc1 | 5% | 19% | -3% | -0.5%[11.4 µM]
O=C(Nc1nccs1)c1cc(S(=O)(=O)N2CCOCC2)ccc1Cl | -9% | 0% | 9% | 2.4%
COC(=O)[C@@H]1C[C@@]2(O)[C@H](O)[C@H](O)[C@H](O)C[C@H]2N1CC1CC1 | -7% | 3% | -1% | ·
Cc1ccc(NC(=O)CCNS(=O)(=O)c2ccc3c(c2)CCCC(=O)N3)cc1 | 4%[10.9 µM] | 3% | -3% | -3.4%
CC1=C(c2ccc(C)cc2)S(=O)(=O)N(Cc2ccc(C(=O)NCc3cccc(C)c3)cc2)C1=O | -13%[10.9 µM] | -4% | -20% | ?
Cc1ccc(-c2noc(CCC(N)=O)n2)cc1 | -18% | -5% | -4% | -2.7%
Cc1ccc(SCC(=O)Nc2ccc3oc(-c4ccccc4C)nc3c2)cc1 | -14%[10.9 µM] | -13% | 24% | 0.9%
N#Cc1ccc(-n2c(-c3ccccc3)nnc2-c2ccccc2)cc1C#N | · | -1% | 12% | ·
O=C(C1CCCO1)N1CCC(O)(c2ccccc2)CC1 (stereo not drawn) | -5% | 11% | 1% | 0.1%
CN(C)c1ccc(CNC(=O)C2CCN(S(=O)(=O)c3ccc4[nH]c(=O)ccc4c3)CC2)cc1 | -6%[10.9 µM] | 6% | ? | 2.9%
COc1ccc(C2N3CC4(C)CN2CC(C)(C3)C4=O)cc1OC (stereo not drawn) | -1% | -6% | -1% | -2.0%
C[C@H](CN(C)C)C(O)(c1ccccc1)c1ccccc1 | -1%[10.9 µM] | 8%[9.22 µM] | -11%[9.22 µM] | 0.1%[11.4 µM]
COc1ccc(Cl)cc1NC(=O)c1c(NCc2cccnc2)sc2c1CCCC2 | -18%[10.9 µM] | -3% | 15% | 3.7%
Cc1cccc(NC(=O)c2cc3c(=O)n(Cc4cccnc4)ccc3nc2C)c1 | 9%[10.9 µM] | 1% | -5% | 0.6%
COc1ccccc1NC(=O)CN1C(=O)CCS(=O)(=O)c2ccccc21 | -2% | -13% | -17% | 0.9%
Cc1ccc(-c2cc(C(F)F)nc(NCc3cccnc3)n2)cc1 | -21% | 12% | -17% | ?
O=C(Nc1ccc2c(c1)OCO2)c1cc(C2CC2)on1 | -43%[inhibitor] | ? | ? | 14%
Cc1cc(Br)ccc1NC(=O)c1ccc(NS(=O)(=O)c2c(C)noc2C)cc1 | 9%[10.9 µM] | 13% | 19% | -2.0%
COc1cc(Cl)c(C)cc1NC(=O)NC1COc2ccccc2C1 (stereo not drawn) | -5%[10.9 µM] | 10% | -1% | ?
CCC[C@@H]1C[C@@]1(CCC)C(NS(=O)(=O)c1cccc2cccnc12)c1ccc(Cl)cc1 (stereo partly drawn) | -19% | 26% | 1% | ·
Cc1noc(C(=O)Nc2ccc3c(c2)OCO3)c1Cl | -75%[inhibitor] | ? | -26% | 4.9%
Nn1c(SC/C=C/c2ccccc2)nnc1-c1cccnc1 | 0% | 7% | 9% | 0.2%
Cc1sc2ncn3c(C)nnc3c2c1C | -8% | 0% | -4% | -0.2%
CC(C)Oc1ccc(NC(N)=O)cc1 | -20% | 0% | -6% | -0.2%
COC(=O)C1=C(C)N(Cc2ccccc2)[C@]23O[C@](C(=O)OC)(C(=O)N2C1c1ccccc1)C(c1ccccc1)C3C(=O)c1ccccc1 (stereo partly drawn) | · | -6%&6%[9.22 µM] | 6%&3%[9.22 µM] | ·
CC1(C)NC(=O)N(CC(O)CN2CCCCC2)C1=O (stereo not drawn) | -14% | 10% | 2% | 1.5%
O=C(CSc1nc(-c2ccco2)cc(C(F)(F)F)n1)NCCCn1ccnc1 | -6% | -6% | -4% | 0.5%

Sorted by formula weight (lowest first): part of the list above.
SMILES | Imprint erasure | p53ts 32C tox | p53ts 39C kill | IkB signaling
C[C@H](CN(C)C)C(O)(c1ccccc1)c1ccccc1 | -1%[10.9 µM] | 8%[9.22 µM] | -11%[9.22 µM] | 0.1%[11.4 µM]
O=C(Nc1ccc2c(c1)OCO2)c1cc(C2CC2)on1 | -43%[inhibitor] | ? | ? | 14%
COc1ccccc1NC(=O)CN1C(=O)CCS(=O)(=O)c2ccccc21 | -2% | -13% | -17% | 0.9%
CCC[C@@H]1C[C@@]1(CCC)C(NS(=O)(=O)c1cccc2cccnc12)c1ccc(Cl)cc1 (stereo partly drawn) | -19% | 26% | 1% | ·
